Rev-erbA mod: Rev-erb alpha (human) modulation; P20393; Rev-erbα–FITC-DNA binding, fluorescence polarization, 90 min; activity, % at 10 µM; 370,000 tested, 0.79% active; AID 1259318;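 active = activity above about 14%, limit read from the data; passing the limit was not always enough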;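 note: 0% = DMSO wells with 35 nM protein and 100% = DMSO wells with 750 nM protein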
HTRA1 inhibitor: HTRA1 (human) protease inhibition | inhibition, % at 5.96 µM | AID 504803 | recombinant HTRA1, FP-rhodamine activity-based probe, fluorescence polarization | 340,000 tested, 0.5% active; in the data active = inhibition above about 36%;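 note: 0% = enzyme with DMSO and 100% = wells lacking enzyme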
Target sequence (Q92743 whole entry, looked up): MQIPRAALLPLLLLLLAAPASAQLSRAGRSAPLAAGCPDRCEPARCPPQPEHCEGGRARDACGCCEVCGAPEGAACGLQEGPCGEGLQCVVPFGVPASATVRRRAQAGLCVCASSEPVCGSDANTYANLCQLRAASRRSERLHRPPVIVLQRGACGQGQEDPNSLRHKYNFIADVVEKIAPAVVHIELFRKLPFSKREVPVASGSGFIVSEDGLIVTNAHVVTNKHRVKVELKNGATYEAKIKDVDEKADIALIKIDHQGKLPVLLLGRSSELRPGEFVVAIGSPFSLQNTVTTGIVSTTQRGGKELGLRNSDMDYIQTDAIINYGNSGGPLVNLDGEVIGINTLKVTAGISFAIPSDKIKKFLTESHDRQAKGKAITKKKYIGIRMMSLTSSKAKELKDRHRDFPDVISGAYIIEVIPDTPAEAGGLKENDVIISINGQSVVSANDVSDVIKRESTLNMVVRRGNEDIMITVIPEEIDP
LEDGF integ inh: blocks HIV-1 LEDGF/p75-dependent DNA integration. TR-FRET IN-LEDGF/p75 DNA integration, Eu/Cy5. inhibition, % at 3.7 µM. 370,000 tested, 0.64% active;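 active = inhibition above the screen-wide mean plus 3 SD, cut at about 13% in these data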;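 note: signal is the Cy5 over europium emission ratio at 671 and 618 nm; 0% = plate median of compound wells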
ABHD4 inh: inhibitors of mouse ABHD4; AID 720543; 370,000 tested, 0.54% active; inhibition, % at 8.92 µM; purified mABHD4, FP-Rh probe fluorescence polarization; Q8VD66;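 active = inhibition exceeding the mean over every tested compound plus 3 SD, cut at about 30% in these data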;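 note: 0% = plate median of compound wells and 100% = S159A mutant with DMSO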
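System: mouse ABHD4 enzyme, wild type / Medium: HEPES pH 7.0, NaCl, Pluronic buffer / Reagent: FP-Rh activity-based fluorescent probe / Control set: S159A mutant high control, sample median low control / Detection: fluorescence polarization with parallel and perpendicular emission, 525/598 nm / Schedule: 45 min + 60 min at 25 °C / Compound dosing: 8.92 µM, single dose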
SIAE primary: inhibitors of human sialic acid acetylesterase SIAE; Q9HAT2; SIAE FP-Rh probe binding, fluorescence polarization; inhibition, % at 9.66 µM; 370,000 tested, 0.69% active; AID 1053197;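 active = inhibition above a cutoff: mean of compounds within the control limits plus 3 SD of those, cut at about 17% in these data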;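 note: 0% = plate median of compound wells and 100% = probe without SIAE protein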
PG9 Ab binder: small molecules binding HIV-1 gp120 antibody PG9. AID 624416. 360,000 tested, 0.43% active. inhibition, % at 6.7 µM. TR-FRET gp120-PG9 antibody binding; in the data active = inhibition above about 8.5%
PRMT1 inh: inhibitors of human PRMT1; Q99873; AID 652257; 370,000 tested, 1.3% active; inhibition, % at 2.79 µM; recombinant PRMT1, activity-based probe fluorescence polarization;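 active = inhibition above about 21% made by adding two undisclosed values, limit read from the data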
rCAG RNA binder: r(CAG) repeat RNA binding | 370,000 tested, 1.3% active | inhibition, % at 3 µM | AID 651821 | TO-PRO-1 dye displacement fluorescence;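 active = inhibition above the plate cutoff, the mean of all test compounds on that plate plus 3 SD, cut at about 35% in these data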;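 note: 0% = DMSO alone and 100% = 100 µM mitoxantrone as full dye displacement; higher means more dye released from RNA so lower well fluorescence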
TDP2 inh: blocks human TDP2 phosphodiesterase activity. recombinant TDP2, T5PNP hydrolysis, p-nitrophenol absorbance 415 nm. inhibition, % at 12.8 µM. O95551. 370,000 tested, 0.34% active. AID 720702;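 active = inhibition above the mean of all tested compounds plus 3 SD, set per campaign, cut at about 25% in these data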;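 note: 0% = DMSO with enzyme and 100% = buffer with substrate but no TDP2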
Target sequence (O95551 whole entry, looked up): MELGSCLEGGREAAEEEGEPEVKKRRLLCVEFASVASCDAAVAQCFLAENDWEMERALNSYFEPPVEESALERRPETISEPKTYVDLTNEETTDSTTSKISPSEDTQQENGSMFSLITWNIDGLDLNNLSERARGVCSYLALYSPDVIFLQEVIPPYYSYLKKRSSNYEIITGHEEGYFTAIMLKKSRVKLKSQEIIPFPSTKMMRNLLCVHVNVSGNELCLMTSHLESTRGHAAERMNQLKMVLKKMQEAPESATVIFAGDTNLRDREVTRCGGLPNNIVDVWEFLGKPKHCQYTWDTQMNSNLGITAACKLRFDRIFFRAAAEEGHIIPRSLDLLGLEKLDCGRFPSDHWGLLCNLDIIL
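Incubation: 2 h at 37 °C; Test system: recombinant human TDP2; Quantity: enzyme 120 nM; Read-out basis: percent inhibition; Medium: 50 mM Tris-HCl pH 7.5 with Mg2+, KCl, DTT, BSA; Repeats: single replicate; Compound: 12.8 µM single point, 1% DMSO; Signal: epi absorbance; Reagent: 5 mM T5PNP chromogenic substrate; Benchmarks: no-enzyme high, DMSO-plus-enzyme low.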
TCR-CD3 inh: blocks the human TCR-CD3 interaction; TAMRA-labeled TCR probe fluorescence, biochemical; 360,000 tested, 0.37% active; inhibition, % at 9.4 µM; in the data active = inhibition above about 19%;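 note: recombinant mutant TCR 2C K166C tagged with TAMRA read by polarization; 0% = receptor in buffer alone and 100% = receptor with positive control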
* hit, by the source's call; / = no result given. Not all compounds are listed; the hit share may differ from the screen's.

#	mol	Rev-erbA mod	HTRA1 inhibitor	LEDGF integ inh	ABHD4 inh	SIAE primary	PG9 Ab binder	PRMT1 inh	rCAG RNA binder	TDP2 inh	TCR-CD3 inh
1	COCCNc1nc(NCC2CCCCC2)c2sc(-c3ccccc3)cc2n1	5	/	6	19	20*	-0.8	-6	2	3	-4
2	O=C(NCCN1CCOCC1)c1cc2sccc2n1Cc1ccc(Cl)cc1	8	-12	2	3	-2	-2.1	2	-4	-12	-1
3	Cc1cccc(Cn2cnc3c(nnn3Cc3ccc(F)cc3)c2=O)c1	5	-10	-2	-4	3	1.7	2	-5	-4	2
4	CCc1ccc(NC(=O)Cn2ncn3c(cc4ccccc43)c2=O)cc1	-2	-27	2	-10	-7	-0.7	-3	21	3	1
5	CC1(c2nnc(-c3ccccc3)o2)CC(c2ccc([N+](=O)[O-])cc2)=NO1 (stereo not given)	1	-10	0	1	2	-0.9	-2	-2	1	2
6	CS(=O)(=O)N1CCCC(C(=O)Nc2ccccc2Cl)C1 (stereo not given)	2	0	2	1	3	1.5	1	2	-3	2
7	COC(=O)c1cc(C(=O)OC)[nH]n1	-2	8	4	4	-3	0.3	2	-1	3	2
8	O=C(Nc1ccccc1F)c1coc(=O)c(Br)c1	-5	4	2	0	-1	1.4	-2	0	14	4
9	O=C(Nc1ccccc1C(=O)O)c1cc(S(=O)(=O)Nc2cccc(F)c2)ccc1Cl	0	-15	4	-19	5	-0.1	-8	45*	-14	3
10	CCOCCC(=O)Nc1cc(Cl)ccc1OC	-3	4	2	7	2	-3.1	-3	-1	-6	2
11	COc1ccc(C)cc1NC(=O)CN1C(=O)COc2ccc(C)cc21	0	0	-3	0	-8	-2.7	3	-4	4	-4
12	CCc1ccc(NC(=O)C(=O)NNC(=O)COc2cccc(OC)c2)cc1	1	-12	6	-15	-8	-0.8	-4	12	-13	7
13	COCCN1Cc2cccc(C(=O)NCc3cccs3)c2C1=O	-5	5	-2	7	9	-1.2	-5	-4	6	2
14	CCn1c2ccccc2n2c(=O)c(=O)n(CC(=O)Nc3ccc(C(C)C)cc3)nc12	31*	10	0	3	-1	-1.0	-1	4	-14	-2
15	CC1(C)CCc2c([nH]c3ccccc3c2=O)O1	0	18	-3	-4	-3	2.2	-1	1	3	7
16	N#Cc1ccccc1NC(=O)c1cccc(COc2ccc(Cl)cc2Cl)c1	13	-8	0	-3	-4	20*	-2	1	5	5
17	COc1ccc(/C=C/C(=O)NCC(=O)N2CCC(N(C)CCN3CCOCC3)CC2)cc1OC	-6	-5	-1	16	9	-3.3	-2	0	-5	3
18	Oc1ccc(C=NN=C2c3ccccc3-c3ccccc32)c(O)c1	17	-41	-2	-12	-23	-0.3	0	49*	-9	-7
19	COc1ccc(/C=N/NC(=O)c2c([N+](=O)[O-])c(C)nn2C)cc1	1	6	0	4	2	-0.7	1	2	-1	6
20	COc1ccccc1NS(=O)(=O)c1cc(NC(=O)Nc2cccc(C)c2)ccc1N1CCCCC1	0	-56	-8	-60	-52	0.8	15	24	-2	7
21	CC1CN(S(=O)(=O)c2cccc(C(=O)NNC(=O)C(C)Oc3ccccc3F)c2)CC(C)O1 (stereo not given)	4	1	1	-8	-5	-0.2	-6	3	-25	6
22	O=C(N=C1SC2CS(=O)(=O)CC2N1c1ccccc1)c1cccc([N+](=O)[O-])c1 (stereo not given)	6	3	3	1	3	-1.0	-3	2	3	-1
23	Cc1ccc(C2=NN(C(=O)CCC(=O)O)C(c3cccc([N+](=O)[O-])c3)C2)cc1 (stereo not given)	-3	-2	4	10	0	-0.9	3	10	8	-8
24	COc1ccc(-c2coc3cc(O)ccc3c2=O)cc1O	-5	0	0	14	-2	-1.1	2	6	7	2
25	COc1ccc(CCNC(=O)C2CCCN2C(=O)Nc2ccc(F)cc2)cc1OC (stereo not given)	-2	4	0	-1	-1	-1.1	-2	-3	1	5

Marked active in SIAE primary, of those listed so far:
item	SMILES	Rev-erbA mod	HTRA1 inhibitor	LEDGF integ inh	ABHD4 inh	SIAE primary	PG9 Ab binder	PRMT1 inh	TDP2 inh	TCR-CD3 inh
1	COCCNc1nc(NCC2CCCCC2)c2sc(-c3ccccc3)cc2n1	5	/	6	19	20*	-0.8	-6	3	-4

The list continues.
#	mol	Rev-erbA mod	HTRA1 inhibitor	LEDGF integ inh	ABHD4 inh	SIAE primary	PG9 Ab binder	PRMT1 inh	rCAG RNA binder	TDP2 inh	TCR-CD3 inh
26	COc1ccc(C2CC(c3ccc(Br)cc3)=NN2C(=O)CSC2=NCCS2)cc1 (stereo not given)	3	-45	-1	-23	-16	0.9	1	3	-3	3
27	Cc1ccc(OCC(=O)NNC(=O)c2cccnc2)cc1	0	-1	4	3	-4	1.1	0	0	4	1
28	C=CCOC(=O)C1=C(C)NC(=S)NC1/C=C/c1ccccc1 (stereo not given)	3	-8	0	-16	-2	2.5	17	3	-13	-5
29	O=C(COC(=O)C1CCN(S(=O)(=O)c2ccc3c(c2)OCCO3)CC1)NC1CCCCC1	-3	-4	-1	3	-5	-1.8	1	-2	1	4
30	Cc1noc(C)c1-c1ccc(C(=O)NCC(C)C)c2occc12	6	/	2	-2	2	-1.1	-2	0	-2	4
31	Cc1cc(=O)[nH]c2cc(Cl)ccc12	-1	1	2	2	1	-1.2	-2	2	4	1
32	O=C(CSc1nc(C2CC2)nc2ccccc12)Nc1ccccc1Cl	21*	5	-1	1	-1	0.4	1	1	-4	3
33	CC(C)Oc1cccc(NC(=O)C2(C)CCCN2C(=O)C(C)C)c1 (stereo not given)	0	/	5	-6	-4	-0.5	-2	1	-24	-6
34	Cc1ccc(NC2CCCN(C(=O)CCCN3CCCCC3=O)C2)cc1C (stereo not given)	6	5	4	4	4	-1.7	0	-8	5	1
35	O=C(c1ccccc1)c1c(O)cc(-c2ccccc2)oc1=O	3	1	-1	-5	2	0.4	4	0	6	-2
36	Cc1nn(C)c(C)c1CN(Cc1nc(CCC(C)C)no1)C(C)C	-2	8	-1	5	3	-0.3	-2	-9	4	3
37	O=C(c1cc(COc2ccc(F)cc2Cl)on1)N1CCSCC1	1	-6	-3	0	8	1.5	0	-7	11	4
38	CCOc1ccc(-n2c(SCC(=O)Nc3ccccc3-c3ccccc3)nnc2-c2cccs2)cc1	-4	/	2	-10	-4	/	-1	8	-3	/
39	CCCOc1ccc(S(=O)(=O)NNC(=O)c2cc3ccccc3o2)cc1	4	-8	5	-7	1	-1.3	2	6	-8	6
40	COc1cc(C(=O)NC(C)Cc2ccccn2)ccc1OC1CCN(C(C)=O)CC1 (stereo not given)	4	1	1	3	-8	-2.0	1	-5	-5	11
41	Cc1occc1C(=O)NCCc1cccc(Cl)c1	0	-11	2	0	-4	-0.6	2	-1	1	3
42	CCOC(=O)C1(C)CCCCCN1C(=O)c1ccc(OC)cc1 (stereo not given)	-6	/	2	-2	-7	0.1	-5	0	2	7
43	Oc1ccc(Nc2ncnc3c2oc2ccccc23)cc1	5	12	5	-5	5	-1.5	7	2	-6	2
44	Fc1cccc(Nc2ncnc3c2cnn3-c2ccccc2)c1	-6	-50	1	-36	-30	-0.1	-2	7	-3	12
45	Cc1ccc(CN2CCN(Cc3cnn(-c4ccc(F)cc4)c3)CC2CCO)o1 (stereo not given)	1	-5	-4	4	-2	-1.0	-1	-6	1	3
46	O=C(O)c1cccc(OS(=O)(=O)c2cc(Br)ccc2Br)c1	-7	-13	7	25	-7	-0.1	-3	16	-10	4
47	CCOc1ccc2nc(NCCNC(=O)Nc3ccccc3)c(C#N)cc2c1	2	-4	-2	-2	-1	5.6	0	0	-2	5
48	COc1cccc(C(=O)NCC(=O)N/N=C/c2cn[nH]c2-c2ccccc2)c1	-3	-9	6	-4	0	1.6	-1	1	4	-1
49	COc1ccc(C2(c3ccc(OC)cc3)NC(=O)N(CC(=O)NC3CCCC3)C2=O)cc1	-5	-9	-3	5	3	-1.3	0	-3	1	1
50	Cc1cncc(NCc2ccc3c(c2)OCO3)n1	-1	/	3	0	5	0.4	0	1	7	-11
51	c1ccc2[nH]c(CN3CCCCC3)nc2c1	0	6	7	-6	7	0.0	1	3	-3	-2
52	C[C@@H]1CN([C@@H](C)CO)C(=O)c2cc(N(C)C)ccc2O[C@@H]1CN(C)S(C)(=O)=O	4	1	1	5	-1	-1.0	2	1	0	6
53	CC(C)CCNC(=O)c1onc(CSc2ccncc2)c1C(=O)NCCC(C)C	-6	-9	-2	6	-3	-1.4	-2	-7	-1	0
54	COc1ccc(OCc2cc(C(=O)N3CCN(C4CCCC4)CC3)no2)c(Cl)c1	-7	-8	5	-3	12	-1.1	-3	-9	-10	-3
55	Cc1ccc(SCC(=O)NCC2COc3ccccc3O2)cc1 (stereo not given)	4	1	3	-2	-3	0.4	0	1	5	4
56	O=S(=O)(/N=C(/Nc1cccnc1Cl)c1ccccc1)c1ccccc1	4	-1	0	-5	0	-0.5	1	-1	4	1
57	Cc1ccc(NC(=O)C2CCCN(S(=O)(=O)c3c(C)noc3C)C2)cc1F (stereo not given)	-1	-6	-2	8	-1	-1.5	3	-1	-11	-2
58	CN1C(=O)/C(=C/c2ccccc2OCc2ccc(F)cc2)N(C)C1=S	5	-11	0	-5	-4	-1.1	-2	2	-5	8
59	Cn1c2cc(C#N)sc2c2cnn(Cc3ccc(F)cc3)c(=O)c21	-12	-12	2	-1	-1	0.7	3	3	7	-3
60	COc1ccc(C(=O)c2ccc(Br)cc2)cc1	12	-4	-2	-10	-5	1.3	-2	-3	-4	1
61	O=C(c1cc(-c2ccc(O)cc2)on1)N1CCCCCC1	1	-7	-5	-8	1	-0.6	16	0	-5	-2
62	CCCCn1c(N)c(N(CCOC)C(=O)CSCc2ccc(Cl)c(Cl)c2)c(=O)[nH]c1=O	1	6	-1	-6	-5	-1.6	-1	-3	1	-3
63	COc1ccc(Cl)cc1NC(=O)CNc1ccccc1N1CCOCC1	-5	7	2	4	10	1.2	3	1	-8	-6
64	O=C(/C=C/c1cccs1)Nc1sc2c(c1C(=O)O)CCCC2	4	-6	-1	16	-5	-2.7	1	53*	-8	1
65	O=C(CSc1nnc(CCc2nc3ccccc3[nH]2)n1-c1ccccc1)NCc1ccccc1	-3	0	1	0	13	0.0	-1	0	10	0
66	Cc1cc(C)n(-c2cc(-c3ccccc3)nc(C)n2)n1	4	-2	6	-5	-2	-1.7	-1	-1	4	-1
67	Cc1ccc(P(=O)(CSC(=N)N)c2ccc(C)cc2)cc1	-1	-5	1	0	1	0.8	70*	2	0	7
68	O=C(O)c1cc(S(=O)(=O)N2CCN(C(c3ccccc3)c3ccccc3)CC2)ccc1Cl	7	-18	-3	1	-6	-1.3	0	55*	-1	4
69	O=C(CCN1C(=O)C2C3C=CC(C3)C2C1=O)Nc1ccccn1 (stereo not given)	8	3	-1	0	-2	-0.4	2	0	-13	12

Screens: PubChem, several laboratories
